HEK cytotox = HEK 293 cell cytotoxicity. HEK 293 viability, ATP luminescence (CellTiter-Glo), 48-72 h. Potency, µM (doses to about 115 µM), without a hit: top-dose activity change, negative = cytotoxicity, hits mostly inhibitors. actives 6.6% (n = 94,000); note: potency is the fitted concentration of half-maximal effect; nearly all actives have a fitted effect of over 60% in size
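CellTiter-Glo luminescence (cellular ATP) was read after 48 or 72 hr of compound exposure at 37 degree Celsius. Cells were HEK 293 plated at 250 cells/well.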
GPT2 inhibitor = inhibitors of human GPT2 alanine aminotransferase. Q8TD30. Recombinant GPT2, coupled pyruvate oxidase/HRP Amplex Red fluorescence. Potency, µM (top dose mostly 57.7 µM), for the others: at the top dose activity change, negative = inhibition, hits mostly inhibitors. actives 0.25% (n = 100,000). AID 1671188; note: potency is the fitted concentration of half-maximal effect; nearly all actives have a fitted effect of over 60% in size; many of its hits are not listed in these tables
Target sequence (Q8TD30 whole entry, looked up): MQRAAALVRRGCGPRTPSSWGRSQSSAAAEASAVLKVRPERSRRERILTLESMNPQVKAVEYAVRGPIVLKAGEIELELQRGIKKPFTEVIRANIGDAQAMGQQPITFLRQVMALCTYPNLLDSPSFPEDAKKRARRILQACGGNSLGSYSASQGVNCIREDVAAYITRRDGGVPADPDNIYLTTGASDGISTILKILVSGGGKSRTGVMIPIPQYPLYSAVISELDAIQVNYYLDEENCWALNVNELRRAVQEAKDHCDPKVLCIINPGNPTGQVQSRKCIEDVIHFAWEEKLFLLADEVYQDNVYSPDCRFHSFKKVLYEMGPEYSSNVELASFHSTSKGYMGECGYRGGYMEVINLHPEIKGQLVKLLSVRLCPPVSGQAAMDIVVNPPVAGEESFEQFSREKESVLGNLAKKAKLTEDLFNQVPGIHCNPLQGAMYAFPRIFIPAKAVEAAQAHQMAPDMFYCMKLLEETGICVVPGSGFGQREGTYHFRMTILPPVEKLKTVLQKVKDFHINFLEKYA
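Fluorescence of coupled pyruvate oxidase/HRP/Amplex Red system (50uM Amplex, 30 min, dark) reports pyruvate formed by GPT2. Enzyme reaction: 10ng/uL GPT2, 2mM L-alanine, 250uM a-KG, 30 min room temperature, pH 7.5; 50uM AOA control.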
SNCA viab count = reduces viability of HEK-293 SNCA reporter cells; HEK-293-SNCA-luc viability, GF-AFC fluorescence, 24 h; Potency, µM (highest dose often 57.1 µM), for the others: at the highest dose activity change, negative = cytotoxicity, hits mostly cytotoxic; actives 0.12% (n = 150,000);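 note: potency is the fitted concentration of half-maximal effect; 0% = DMSO-treated cells and -100% = medium-only wells without cells; nearly all actives have a fitted effect of over 30% in size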
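HEK-293-SNCA-luc cells (1500/well) plated 24 h, then exposed 24 h to a dilution series; GF-AFC added 30 min at 37C, fluorescence 405/540 nm; normalised to medium-only and DMSO wells, Hill fit.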
IP6K1 inh = inhibitors of human IP6K1; AID 1645851; activity change, % (series mostly up to about 58 µM); actives 0.81% (n = 140,000); Q92551; IP6K1 kinase, ADP-Glo luminescence, 2 h; hits give low values; in the data active = activity change below about -25%
Target sequence (Q92551 whole entry, looked up): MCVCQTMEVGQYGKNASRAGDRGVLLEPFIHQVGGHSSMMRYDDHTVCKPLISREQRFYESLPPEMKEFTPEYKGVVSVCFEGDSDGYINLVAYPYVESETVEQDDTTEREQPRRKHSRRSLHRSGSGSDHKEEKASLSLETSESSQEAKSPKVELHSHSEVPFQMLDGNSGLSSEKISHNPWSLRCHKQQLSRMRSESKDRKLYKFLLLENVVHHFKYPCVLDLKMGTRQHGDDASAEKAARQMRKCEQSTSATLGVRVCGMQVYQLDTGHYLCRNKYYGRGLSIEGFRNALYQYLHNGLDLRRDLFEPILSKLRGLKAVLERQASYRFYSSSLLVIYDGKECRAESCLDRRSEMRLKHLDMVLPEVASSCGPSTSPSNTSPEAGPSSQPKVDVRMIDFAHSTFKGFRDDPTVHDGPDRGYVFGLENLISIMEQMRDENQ
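ADP-Glo luminescence measures ADP made by human IP6K1 during a 2 h RT reaction with ATP/IP6 (mix at 1.3 mM/130 uM); top library doses 57.5 and 19.1 uM final.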
SNCA expr inh = SNCA gene expression inhibition. actives 0.17% (n = 140,000). HEK-293 SNCA-luciferase knock-in, luminescence, 24 h. AID 1671194. Potency, µM (series often up to 57.2 µM), for the others: at the top dose activity change, negative = inhibition, hits mostly inhibitors;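 note: potency is the fitted concentration of half-maximal effect; plate controls were DMSO cells for no effect and cell-free wells for full effect; nearly all actives have a fitted effect of over 45% in size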
Luciferase inh = blocks purified firefly luciferase enzyme activity; Potency, µM (series often up to 115 µM), for inactives: at the highest dose activity change, negative = inhibition, usual class: inhibitors; AID 1347043; actives 2.5% (n = 76,000); purified P. pyralis luciferase, luminescence, biochemical; P08659; note: potency is the fitted concentration of half-maximal effect; nearly all actives have a fitted effect of over 65% in size
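Inhibitors were tested against purified firefly luciferase in a biochemical, low-substrate format (both substrates at 10uM) and luminescence measured with a CCD imager.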
NIH3T3 tox = NIH 3T3 cell cytotoxicity | NIH 3T3 viability, CellTiter-Glo ATP luminescence, 48-72 h | Potency, µM (top dose mostly 96.7 µM), inactives show at the top dose activity change, negative = cytotoxicity, most hits filed as inhibitors | actives 4.3% (n = 94,000) | AID 1345082; note: potency is the fitted concentration of half-maximal effect; nearly all actives have a fitted effect of over 55% in size
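Viability of NIH 3T3 cells after 48 or 72 hr compound treatment at 37 °C was assessed by CellTiter-Glo, with luminescence imaged following a 10 min room-temperature step.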
* hit, by the source's call; i = inactive; ? = inconclusive; / = not tested or not shown; & = joins results of further samples; [ ] = another dose, or the depositor's remark. Unless noted, calls come from the whole dose curve; as a rule, active = well fitted curve in the direction sought with a large enough effect; inconclusive = small, poorly fitted or top-dose-only effect, or another doubt; inactive = no such curve, though single readings can be large; an effect the other way counts as inactive or inconclusive. Unless noted, % is set by controls: 0 for no effect and ±100 for the full control effect.

SMILES | HEK cytotox | GPT2 inhibitor | SNCA viab count | IP6K1 inh | SNCA expr inh | Luciferase inh | NIH3T3 tox
O=C1NCC2(CCN(Cc3ccccc3)CC2)Oc2ccccc21 | -2.5% | i | -3.5% | -11.9 | -7.9% | / | -11.7%
O=C1NCc2ccccc2CC12CCN(Cc1cccc(OC(F)(F)F)c1)C2 (centres undefined) | ? | i | -1.7% | -9.3 | -18.0% | / | ?
CCCCC(=O)Nc1cc(-c2nc3cccnc3s2)ccc1C | / | / | -6.0% | 4.9 | 149.9%[activator] | / | /
CC(C)c1nc2c(c(-c3ccc(Cl)cc3)n1)CCN(Cc1ccc(F)cc1)CC2 | 39.8µM* | i | -2.8% | 12.5 | 6.3% | / | ?
CC(C)c1nc2ccccc2n1CCNC(=O)CC[C@H]1NC(=O)c2ccccc2NC1=O | -14.2% | i | 1.3% | 1.6 | 16.4% | -9.3% | -29.4%
O=C(c1cccc(C(F)(F)F)c1)N1CCN(C2CCN(Cc3cccnc3)C2=O)CC1 (centres undefined) | ? | i | -1.7% | 6.1 | ? | -13.2% | -23.7%
O=C(NCCc1noc(-c2ccccc2)n1)c1ccccc1 | ? | -15.2% | 0.1% | 42.2 | 21.8% | 0.3% | -27.0%
Cc1cccc(CC(=O)N2CCC[C@H](n3c(=O)n(Cc4ccccc4)c4cccnc43)C2)c1 | 39.8µM* | i | 8.8% | 9.2 | -5.9% | -3.4% | ?
NC1CCc2nn(CC3CC3)c(=O)n2CC1 (centres undefined) | -4.0% | -1.5% | 5.8% | -8.1 | -0.8% | 1.9% | 0.6%
CC(=O)O[C@]1(C(C)=O)CC[C@H]2[C@@H]3C[C@H](C)C4=CC(=O)CC[C@]4(C)[C@H]3CC[C@@]21C | / | -6.9%&-6.9% | -10.1% | 11.1&8.2 | 74.9%[25.6 µM] | / | /
CCOc1ccc2nc(N3CCCC(C(=O)NCc4ccc(OC)cc4)C3)sc2c1 (centres undefined) | / | / | 3.8% | -16.0 | 47.3%[activator] | / | /
Cc1nnc(NC(=O)CSc2nccn2-c2ccc(Cl)cc2)s1 | / | / | -3.8% | -13.3 | -22.9% | / | /
O=C(c1ccsc1)N1CCC(N2CC3CC(C2)[C@H]2CCCC(=O)N2C3)CC1 (some centres undefined) | -9.8% | ? | -9.7% | 4.5 | 4.1% | -11.3% | -6.9%
COc1ccccc1OC1CCN(Cc2ccccc2C#N)CC1 | ? | i | 3.8% | 3.1 | -9.3% | -4.5% | ?
O=C(NC1CCN(c2ccc3nnc(C4CC4)n3n2)C1)c1ccc(Cl)cc1 (centres undefined) | -4.3% | / | / | 13.3 | / | / | i
CCn1c(C(=O)OC)c(NC(=O)C2CCOC2)c2cc(NC(C)Cc3ccccc3OC)cnc21 (centres undefined) | 4.5% | i | 4.1% | 11.1 | 1.9% | 1.3% | i
O=C(CCc1conc1-c1ccccc1)NCc1ccco1 | -0.1% | -4.0% | 2.1% | 6.6 | ? | -27.9% | 0.4%
COc1ccccc1/C=C/CN1CCC(n2cc(CN(C)C)nn2)CC1 | ? | 4.5% | -9.5% | 4.7 | -16.3% | 11.5% | ?
COc1ccccc1C(=O)N1CCCC1C(=O)N1CCCC(c2nc3ncccc3[nH]2)C1 (centres undefined) | 0.3% | i | -6.7% | -6.0 | 3.5% | / | -12.5%
CSc1cccc(NC(=O)C2CCCN(C(=O)c3cnn(-c4ccc(F)cc4)c3-n3cccc3)C2)c1 (centres undefined) | / | / | -4.8% | 21.8 | ? | / | /

Full records from above.
Listed for CCn1c(C(=O)OC)c(NC(=O)C2CCOC2)c2cc(NC(C)Cc3ccccc3OC)cnc21 (centres undefined) → HEK cytotox: 4.5%; GPT2 inhibitor: i; SNCA viab count: 4.1%; IP6K1 inh: 11.1; SNCA expr inh: 1.9%; Luciferase inh: 1.3%; NIH3T3 tox: i
Listed for COc1ccccc1C(=O)N1CCCC1C(=O)N1CCCC(c2nc3ncccc3[nH]2)C1 (centres undefined) → HEK cytotox: 0.3%; GPT2 inhibitor: i; SNCA viab count: -6.7%; IP6K1 inh: -6.0; SNCA expr inh: 3.5%; Luciferase inh: /; NIH3T3 tox: -12.5%
Listed for O=C1NCc2ccccc2CC12CCN(Cc1cccc(OC(F)(F)F)c1)C2 (centres undefined) → HEK cytotox: ?; GPT2 inhibitor: i; SNCA viab count: -1.7%; IP6K1 inh: -9.3; SNCA expr inh: -18.0%; Luciferase inh: /; NIH3T3 tox: ?

(continued)
SMILES | HEK cytotox | GPT2 inhibitor | SNCA viab count | IP6K1 inh | SNCA expr inh | Luciferase inh | NIH3T3 tox
COc1ccc(-c2cn3nc(N4CCCC(C(=O)Nc5cc(Cl)ccc5OC)C4)sc3n2)cc1 (centres undefined) | / | / | -6.4% | 1.2 | 14.9% | / | /
O=C(Nc1ccc(F)cc1)N[C@@H]1C[C@H](CO)[C@@H](O)[C@H]1O | 0.9%[230 µM] | i | 1.7%[87.6 µM] | -8.2 | 1.7%[87.6 µM] | 12.4%[230 µM] | i
O=C(c1cccc(F)c1)N1C[C@@H](CO)[C@H](c2nc(C3CC3)no2)C1 | i | 3.8% | 7.8% | -10.5 | 13.2% | 4.2% | i
C[C@@H]1C[C@H]2[C@@H]3C[C@H](F)C4=CC(=O)C=C[C@]4(C)[C@@]3(F)[C@@H](O)C[C@]2(C)[C@@]1(O)C(=O)CO | / | -9.1% | -8.6% | 12.0&-11.1 | 45.8%[25.6 µM] | / | /
CCC(C)C(C(=O)O)N1Cc2c(OCC=C(C)C)c(C)c(OC)c(C(=O)O)c2C1=O (centres undefined) | / | i | 0.0%[23.9 µM] | 6.3 | / | / | /
Cc1nnc(NC(=O)C[C@H]2NC(=O)c3ccccc3NC2=O)s1 | 11.6% | ? | 5.8% | 24.5 | -9.5% | -1.2% | i
COc1cc(C2C(C(=O)OCC(C)C)=C(C)N=C3SCCC(=O)N32)ccc1OCc1ccccc1 (centres undefined) | / | / | -1.3% | -0.7 | 14.9% | / | /
COc1cc(Cl)c(C)cc1NC(=O)CN1C(=O)NC2(CCC(C)CC2)C1=O (centres undefined) | ? | ? | 8.3% | -10.3 | 5.4% | -0.6% | -36.0%
Cc1cccc(OCc2ccc(-c3nc(C#N)c(NCCN(C)C)o3)o2)c1 | / | / | -2.6% | -7.0 | -1.7% | / | /
Cn1nccc1C(=O)N1CCn2c(nnc2[C@@H]2C[C@@H](O)CN2Cc2ccccc2)C1 | i | i | -18.8%[12.5 µM] | 0.8 | 12.1% | 1.6% | -5.9%
CC1=C[C@@H](CN2CCN(C)CC2)[C@H](C(C)C)C[C@H]1Cc1nnc(-c2ccc(N(C)C)cc2)o1 | 22.4µM* | 0.6% | ? | -3.5 | -15.5% | -7.4% | 39.8µM*
O=C(c1cc(F)ccc1F)N1CCN(C(=O)c2nnn3c2COC(c2ccc(Cl)cc2)C3)CC1 (centres undefined) | 35.5µM* | 2.8% | ? | -1.4 | ? | -9.3% | -24.9%
Cc1ccc(C)c(CN2C(=O)C3(c4ccccc42)N(c2ccc(Cl)cc2)C(=O)CS3(=O)=O)c1 (centres undefined) | / | / | -1.0% | 17.6 | 7.0% | / | /
CC(=O)N1CCn2c(nnc2C2CCCN2Cc2cnn(C(C)C)c2)C1 (centres undefined) | -15.3% | 2.6% | -6.8% | 29.6 | -20.0% | / | -26.6%
CCOc1ccccc1CN1CCc2nc(N(C)C)[nH]c(=O)c2CC1 | -13.6% | -22.4% | 0.9% | 4.7 | -27.8% | 0.0% | -14.9%
CCOCCOC1CCN(C(=O)CCc2ccccc2)CC1 | -16.1% | i | 6.7%[12.5 µM] | 31.5 | ? | -5.3% | 4.7%
Cc1c(Cl)cccc1-c1ccc(C(=O)Nc2ccc(F)cc2)o1 | / | / | -5.6% | 9.0 | 84.9%[activator] | / | /
c1ccc(CSc2nnc(C3CCNCC3)o2)cc1 | / | / | 9.2% | 7.2 | -11.3% | / | /
CC1=NS(=O)(=O)N(Cc2ccccc2)C=C1C(=O)OCc1noc(CC2CCCCC2)n1 | ? | 2.1% | -0.4% | 13.1 | ? | 4.3% | ?
Cc1noc(-c2cccs2)c1C(=O)N(C)Cc1ccccc1 | ? | -1.3% | -1.0% | 14.3 | 21.2% | -2.9% | -28.9%
COc1ccc(Nc2ccnc(N3CCC(NC(=O)NC4CCCC4)CC3)n2)cc1 | ? | 0.9% | -4.8%[12.5 µM] | 7.1 | ? | / | ?
CC(C)(C)n1nnnc1C1CC2(CCOCC2)C(=O)N1Cc1cccs1 (centres undefined) | -2.9% | i | 11.7% | 10.4 | 3.6% | -9.7% | -17.0%
COCCCNC(=O)C1CCN(C(=O)c2cc3sccc3n2Cc2ccc(Cl)cc2)CC1 | / | / | -13.7% | -6.7 | ? | / | /
COc1ccccc1NC(=O)CSc1oc(-c2ccco2)nc1S(=O)(=O)c1ccc(Br)cc1 | / | / | 10.5% | -16.9 | 1.4% | / | /
COC(=O)c1c(C)sc(-c2c(-c3ccc4c(c3)OCCO4)[nH]c3c2c(=O)[nH]c(=O)n3C)c1O | / | / | -12.5% | 9.3 | -25.4% | / | /
O=C(Cn1cccc1-c1nc(-c2ccccc2)no1)Nc1ccc(F)c(F)c1 | -25.3% | i | 0.9% | 35.1 | 3.9% | -6.2% | i

Retrieved one by one from the entries so far (two):
SMILES | HEK cytotox | GPT2 inhibitor | SNCA viab count | IP6K1 inh | SNCA expr inh | Luciferase inh | NIH3T3 tox
Cc1cccc(OCc2ccc(-c3nc(C#N)c(NCCN(C)C)o3)o2)c1 | / | / | -2.6% | -7.0 | -1.7% | / | /
Cc1ccc(C)c(CN2C(=O)C3(c4ccccc42)N(c2ccc(Cl)cc2)C(=O)CS3(=O)=O)c1 (centres undefined) | / | / | -1.0% | 17.6 | 7.0% | / | /

Exported with values under each structure: entries from further up
Values run as follows: HEK cytotox	GPT2 inhibitor	SNCA viab count	IP6K1 inh	SNCA expr inh	Luciferase inh	NIH3T3 tox
COCCCNC(=O)C1CCN(C(=O)c2cc3sccc3n2Cc2ccc(Cl)cc2)CC1
 : /	/	-13.7%	-6.7	?	/	/
COc1ccc(Nc2ccnc(N3CCC(NC(=O)NC4CCCC4)CC3)n2)cc1
 : ?	0.9%	-4.8%[12.5 µM]	7.1	?	/	?
COc1ccccc1NC(=O)CSc1oc(-c2ccco2)nc1S(=O)(=O)c1ccc(Br)cc1
 : /	/	10.5%	-16.9	1.4%	/	/
CC(C)(C)n1nnnc1C1CC2(CCOCC2)C(=O)N1Cc1cccs1 (centres undefined)
 : -2.9%	i	11.7%	10.4	3.6%	-9.7%	-17.0%

Screens deposited in PubChem BioAssay by National Center for Advancing Translational Sciences (NCATS).
